Screening data: PubChem, several laboratories
LYP inh 2: PTPN22 phosphatase inhibitors, primary screen, biochemical, DiFMUP fluorescence, 2 µM; Tyrosine-protein phosphatase non-receptor type 22 (Homo sapiens), Q9Y2R2; recombinant LYP catalytic domain; inhibition, % at 2 µM; hit rate 0.21% among 96,000; AID 640, 2007;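 active means inhibition at 2 µM at or above a set limit, the screen mean plus 3 SD, cut at about 24% in these data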;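 further: 0% = DMSO with enzyme and 100% = enzyme fully blocked by orthovanadate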
FAK blocker: FAK kinase inhibitors, primary screen, biochemical | Focal adhesion kinase 1 (Homo sapiens), Q05397 | biochemical FAK kinase activity assay | inhibition, %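 (tested at 7 µM)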 | hit rate 0.84% among 97,000; in the data active means inhibition above about 19%;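 further: 0% = DMSO and 100% = reference compound high control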
Pyk2 oligo antag: antagonists of Pyk2 self-association, primary screen, Q293 cells, FERM NanoBiT luminescence, HTS; Protein-tyrosine kinase 2-beta (Homo sapiens), Q14289; AID 1347419, 2020; z-score (the deposit names both 25 µM and 10 µM); active compounds read low; hit rate 0.83% among 99,000;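 active means Z-score of -3 or lower, scaled per plate to the spread of control and sample wells; inactive means z-score above -3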;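 further: negative z-score means lost luminescence so less FERM oligomerization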
Target sequence (Q14289 whole entry, looked up): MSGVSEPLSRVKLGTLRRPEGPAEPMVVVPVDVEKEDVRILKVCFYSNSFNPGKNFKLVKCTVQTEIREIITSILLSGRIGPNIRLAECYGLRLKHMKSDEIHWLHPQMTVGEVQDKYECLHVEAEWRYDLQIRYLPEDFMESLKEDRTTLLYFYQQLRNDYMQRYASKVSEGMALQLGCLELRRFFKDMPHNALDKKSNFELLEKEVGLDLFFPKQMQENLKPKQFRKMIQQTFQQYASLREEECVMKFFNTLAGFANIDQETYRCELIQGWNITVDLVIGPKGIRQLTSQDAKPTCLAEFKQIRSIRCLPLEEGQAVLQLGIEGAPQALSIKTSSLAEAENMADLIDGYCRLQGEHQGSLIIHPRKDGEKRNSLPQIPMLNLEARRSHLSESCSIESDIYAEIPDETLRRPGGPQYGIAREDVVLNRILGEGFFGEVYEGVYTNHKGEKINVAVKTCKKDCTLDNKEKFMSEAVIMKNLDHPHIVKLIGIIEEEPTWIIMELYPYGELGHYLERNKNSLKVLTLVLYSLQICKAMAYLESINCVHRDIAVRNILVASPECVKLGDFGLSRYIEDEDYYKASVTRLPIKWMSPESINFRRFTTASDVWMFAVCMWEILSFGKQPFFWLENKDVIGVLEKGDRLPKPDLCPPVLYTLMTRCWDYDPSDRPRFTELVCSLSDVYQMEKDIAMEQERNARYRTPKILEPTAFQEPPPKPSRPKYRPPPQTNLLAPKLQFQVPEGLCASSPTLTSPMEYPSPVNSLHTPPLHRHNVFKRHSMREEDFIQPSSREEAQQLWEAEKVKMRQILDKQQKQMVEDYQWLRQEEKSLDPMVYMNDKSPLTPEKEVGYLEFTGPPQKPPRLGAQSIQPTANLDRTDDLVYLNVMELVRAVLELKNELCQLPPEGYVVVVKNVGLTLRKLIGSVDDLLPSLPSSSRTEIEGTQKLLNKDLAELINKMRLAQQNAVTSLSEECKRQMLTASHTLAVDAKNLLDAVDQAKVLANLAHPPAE
LYP act: LYP phosphatase activators, primary screen, biochemical, DiFMUP fluorescence, 2 µM | Tyrosine-protein phosphatase non-receptor type 22 (Homo sapiens), Q9Y2R2 | recombinant LYP; 0 = plate median, 100 = signal doubled | activation, % at 2 µM | hit rate 0.11% among 96,000;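 active means activation at 2 µM above a set limit, the mean plus 5 SD, cut at about 37% in these data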
VCAM1 TNFa inh: inhibitors of TNFa-induced VCAM1 expression, primary screen, imaging, HUVEC, TNFa stimulus, immunofluorescence. HUVEC TNFa-induced VCAM-1 immunofluorescence, high-content imaging. inhibition, % at 2 µM. hit rate 0.48% among 95,000;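 active means inhibition above the batch mean plus 3 SD, with images confirmed as a hit by eye, cut at about 37% in these data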;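 further: 0% = TNF-stimulated DMSO wells and 100% = unstimulated control wells; not every result past the cut was called active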
ERa SRC1 inh: ERα–SRC-1 coactivator interaction inhibitors, primary screen, biochemical, TR-FRET, ERα LBD, estradiol-bound | hit rate 1.7% among 86,000 | TR-FRET ER-alpha LBD / SRC-1 peptide | Estrogen receptor (Homo sapiens), P03372 | AID 629, 2007 | inhibition, % at 25.6 µM; in the data active means inhibition above about 50%;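 further: 0% = receptor plus peptide control and 100% = peptide only without receptor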
TNFa cytotox: cytotoxicity in TNFa-stimulated HUVEC, primary screen, cytotoxicity control for VCAM1 expression modulator project, imaging, Hoechst nuclei count; HUVEC TNFalpha-stimulated, Hoechst cell count; cell count reduction, % at 2 µM; hit rate 0.17% among 93,000; AID 848, 2007;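 active means cell count reduction exceeding the screen mean by over 5 SD, scaled to untreated wells per plate, cut at about 78% in these data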;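 further: cells counted after 24 h of TNF alpha exposure following the 1 h pretreatment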
HUVEC tox IL1B: cytotoxicity in IL-1B stimulated HUVEC, primary screen, cytotoxicity control for IL-1B NFkB translocation project, imaging, Hoechst nuclear count, IL-1B stimulus; HUVEC cell count loss; cell count reduction, % at 2 µM; hit rate 0.41% among 94,000; AID 845, 2007;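 active means cell count reduction more than 3 SD above the screen-wide mean, cut at about 70% in these data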;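 further: normalized per plate to untreated control cells as the no-loss baseline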
cytoskel mod: modifiers of F-actin cytoskeleton organization, primary screen, imaging, HUVEC, phalloidin staining, high-content imaging. hit rate 0.18% among 91,000. HUVEC TNFa F-actin phalloidin imaging. inhibition, % at 2 µM;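 active means inhibition above the batch mean plus 3 SD and confirmed as a hit by visual image inspection, cut at about 30% in these data, passing the limit was not always enough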; further: strong numbers were not always called active
An asterisk follows results filed as active; . = not tested or not shown; [ ] = another dose, or the depositor's remark.

The opening two compounds, to show the layout:
SMILES | LYP inh 2 | FAK blocker | Pyk2 oligo antag | LYP act | VCAM1 TNFa inh | ERa SRC1 inh | TNFa cytotox | HUVEC tox IL1B | cytoskel mod
O=C(COC(=O)c1cccc(C(=O)OCC(=O)c2ccc(Br)cc2)n1)c1ccc(Br)cc1 | -46.7 | 0.6 | 0.07 | 40.7* | -48.5 | . | -22.8 | -8.5 | -15.5
O=C(Cn1c(SCC(=O)N2CCc3ccccc32)nc2ccccc21)NC1CCCC1 | 4.0 | -0.1 | -1.61 | -4.5 | 14.4 | -9.7 | -41.9 | -20.6 | 21.8

The list itself, repeating the preview:
SMILES | LYP inh 2 | FAK blocker | Pyk2 oligo antag | LYP act | VCAM1 TNFa inh | ERa SRC1 inh | TNFa cytotox | HUVEC tox IL1B | cytoskel mod
O=C(COC(=O)c1cccc(C(=O)OCC(=O)c2ccc(Br)cc2)n1)c1ccc(Br)cc1 | -46.7 | 0.6 | 0.07 | 40.7* | -48.5 | . | -22.8 | -8.5 | -15.5
O=C(Cn1c(SCC(=O)N2CCc3ccccc32)nc2ccccc21)NC1CCCC1 | 4.0 | -0.1 | -1.61 | -4.5 | 14.4 | -9.7 | -41.9 | -20.6 | 21.8
Cc1nc2c(C(=O)NCc3ccc4c(c3)OCO4)c[nH]n2c(=O)c1Cl | 7.2 | 2.1 | 1.45 | -9.1 | 5.9 | 16.4 | -13.0 | -22.1 | 37.5
COc1ccccc1NC(=O)CSc1ncnc2c1oc1ccccc12 | -7.3 | 4.2 | 0.08 | 5.2 | 9.6 | 9.9 | -13.1 | -19.2 | 1.2
C=CCN1C(=O)C2(/C(=C(\O)c3ccc4c(c3)OCCO4)C(=O)C(=O)N2CCCOC)c2ccccc21 (configuration not stated) | -1.2 | -3.8 | 0.25 | 5.3 | 12.9 | -3.2 | -21.6 | -19.5 | -12.4
CCn1nc([N+](=O)[O-])c(C(C#N)c2nc3cc(C(F)(F)F)ccc3s2)c(Cl)c1=O (configuration not stated) | -1.0 | 2.1 | -3.27* | 0.8 | 42.9 | . | -1.2 | 3.4 | -5.1
COc1ccc(Nc2ncc3c(n2)CC(c2ccc(C)cc2)CC3=O)cc1 (configuration not stated) | 7.4 | -3.3 | 0.06 | -5.8 | -0.8 | -0.5 | 2.4 | -5.4 | -28.8
CC(C)(C)NCc1ccccc1OCc1cccs1 | 7.1 | -9.8 | 0.62 | -3.9 | 3.4 | . | 14.1 | -1.6 | -5.1
CC1CCN(S(=O)(=O)c2ccc(NC(=O)Cc3ccccc3)cc2)CC1 | -2.8 | -2.7 | -0.48 | 4.7 | 2.5 | 5.6[fluorescence artefact?] | 15.6 | 5.3 | -24.8
O=c1c2ccccc2nc2n1CC/C2=C\c1ccccc1[N+](=O)[O-] | 12.2 | 3.0 | . | -10.3 | 5.8 | . | -8.0 | 0.5 | 17.0
COc1ccc(-n2ncc3c(NCc4cccs4)ncnc32)cc1 | 1.4 | 2.0 | -1.1 | -3.1 | -10.9 | -3.9 | 6.3 | 0.7 | -4.0
Cc1cc2oc(=O)cc(CSc3nnc(C)n3N)c2cc1C(C)C | 8.6 | -1.2 | -0.04 | -5.0 | 5.2 | 19.2 | -25.4 | 7.1 | 29.9
O=C(CSc1ncn[nH]1)N1CCN(S(=O)(=O)c2ccccc2)CC1 | -13.7 | 1.5 | 0.09 | 15.0 | -2.7 | -2.8 | -22.6 | 0.0 | 3.1
CC(C)c1ccc(CNc2ccc(N3CCOCC3)cc2)cc1 | 6.9 | 1.5 | 0.24 | -3.9 | 8.8 | 0.4 | -12.9 | 4.3 | -10.7
CC(C)CC(=O)NC(=S)Nc1cccc(NC(=O)c2ccccc2Cl)c1 | -4.0 | -0.4 | 0.11 | 7.2 | -32.7 | . | -29.0 | 18.7 | 12.1
Cc1cccc(C(=O)Oc2ccc(/C=N/O)cc2)c1 | -4.3 | -0.6 | -0.48 | 5.0 | 3.9 | -5.2 | -1.4 | 14.4 | 5.2
O=C(CSc1nnc(-c2ccc3c(c2)OCCO3)o1)N1CCCC1 | -10.1 | -1.0 | 1.36 | 8.5 | 11.1 | 4.3 | -5.0 | -5.2 | 3.3
Cn1c(=O)c2c(nc(Sc3ncccn3)n2Cc2ccccc2Cl)n(C)c1=O | 9.9 | -0.1 | 0.69 | -7.2 | -4.6 | 2.4 | -13.0 | -20.4 | 3.2
c1ccc(SCCOCCn2cncn2)cc1 | -1.6 | 2.6 | -0.38 | 1.8 | -5.4 | -8.5 | -18.6 | -3.6 | 5.6
Cn1c(COc2ccccc2)nnc1SCC(=O)c1cccc([N+](=O)[O-])c1 | 3.7 | 3.2 | -0.29 | 1.4 | -0.3 | . | 2.4 | 6.5 | -44.3
CCC(C)(C)n1nnnc1C(c1cc(OC)c(OC)c(OC)c1)N1CCN(c2ccccc2)CC1 (configuration not stated) | -5.8 | 0.4 | -0.47 | 4.8 | -24.2 | -3.1 | -25.9 | -41.0 | -10.4
Cc1csc(NC(=O)CSc2nnc3c4ccccc4nc(C(C)(C)C)n23)n1 | 7.8 | 3.9 | -2.3 | -3.3 | -18.9 | . | 0.9 | 10.8 | -40.5
CNC(=O)/C=C1\NC(C)(C)Cc2ccccc21 | -1.6 | 3.0 | 0.74 | 2.3 | 2.9 | -11.0 | 15.2 | 16.2 | -19.3
Cc1cccc(C)c1OCCn1nc(C(=O)O)c2ccccc2c1=O | -2.3 | 2.2 | -0.31 | 2.9 | -5.9 | 4.3 | -5.3 | -5.7 | -9.9
CC1CCCN(C(=O)c2ccc3c(=O)n(Cc4ccc5c(c4)OCO5)c(=S)[nH]c3c2)C1 (configuration not stated) | 4.6 | 2.8 | -0.44 | -2.9 | 7.2 | -8.7 | -7.3 | -0.7 | 0.1
CCOC(=O)C1CCCN(C(=O)COc2ccccc2O)C1 (configuration not stated) | 8.0 | -3.4 | 0.82 | -5.7 | -18.6 | 10.3 | 2.9 | -36.4 | 0.0
CNc1oc(-c2ccccc2Cl)nc1C#N | 6.9 | 8.9 | 0.83 | -7.9 | -5.5 | -3.5 | 7.5 | 15.8 | -56.5
COc1ccc(C2(C(=O)NCC3CCCO3)CCOCC2)cc1 (configuration not stated) | -2.2 | -4.7 | 0.83 | -5.1 | 3.5 | 1.2 | -6.1 | -14.2 | 1.2
CCN(CC)S(=O)(=O)c1ccc(C(=O)OCn2nnc3ccccc3c2=O)cc1 | 7.3 | 3.8 | 2.4 | -4.4 | -11.1 | -3.1 | 5.8 | 9.2 | -2.5
CCOC(=O)CN1C2=NCCN2c2ccccc21 | 0.5 | -9.7 | -0.19 | 2.1 | -0.1 | -2.9 | -21.6 | -6.2 | 28.9
Cc1ccc(S(=O)(=O)N2CCN(c3nc4ccccc4nc3-n3nc(C)cc3C)CC2)cc1 | 7.4 | -8.9 | -1.9 | -5.0 | 9.6 | 8.7 | -4.5 | -37.4 | -0.1
Cc1cc(SCC(=O)c2cc3ccccc3o2)nc2ccccc12 | 15.5 | 0.9 | -0.1 | -14.1 | -0.2 | 2.3 | 0.3 | -21.1 | -0.2
Cc1cc2n(n1)SC(Nc1ccc(F)c(Cl)c1)N2 (configuration not stated) | -10.0 | 3.3 | 0.64 | 8.1 | 43.4 | -8.2 | 42.2 | -12.5 | -10.8
CC(C)c1nnc(NC(=O)CCC(=O)N2CCN(C3CCCCC3)CC2)s1 | -1.9 | -4.4 | 0.22 | 2.0 | 35.9* | -1.9 | 23.3 | 11.8 | -2.6
O=C(CSc1nnnn1-c1ccccc1)N1CCN(C(=O)c2ccco2)CC1 | 3.5 | -3.7 | -0.73 | -4.1 | 1.1 | -9.5 | -22.1 | 19.7 | -8.7
COc1ccc(S(=O)(=O)Nc2ccc3c(c2)OCCO3)cc1Cl | -13.9 | 0.4 | -2.01 | 9.0 | 9.0 | 4.9 | 2.1 | -22.6 | -9.6
CCCCn1nnnc1NCc1ccc(OC)c(OC)c1OC | 3.5 | -1.1 | -0.05 | -4.6 | -4.3 | -1.1 | -32.3 | 6.0 | 11.5
O=C(CN1CCCCCC1)N1c2ccccc2Sc2ccc(C(F)(F)F)cc21 | -4.3 | -3.3 | -0.82 | 6.1 | 10.0 | -9.5 | -12.0 | -33.3 | -9.3
CCOc1ccc(Nc2nc(Cc3nnc(SCC(=O)O)o3)cs2)cc1 | -9.1 | 1.6 | -0.61 | 5.4 | 20.7 | 16.7 | -12.1 | . | 2.5
Cc1nn(S(=O)(=O)N(C)C)c(C)c1CN1C(=O)c2ccccc2C1=O | 5.2 | 5.0 | -0.64 | -1.2 | . | -2.4 | . | -14.9 | .
Cc1cc(NS(=O)(=O)c2ccccc2)n(-c2ccccc2)n1 | -0.7 | 1.4 | -0.28 | -1.0 | -23.6 | 3.3 | -7.8 | -19.3 | -1.8
Cc1ccc(-c2cc(C(=O)NCc3ccccn3)c3ccccc3n2)cc1 | -2.6 | -1.8 | -0.51 | 6.7 | -3.7 | . | -0.3 | -39.1 | 21.0
N/C(=N\OS(=O)(=O)c1ccc(Br)cc1)c1ccncc1 | -30.5 | -3.5 | 0.43 | 35.6 | -8.1 | 2.8[fluorescence artefact?] | 7.2 | -18.6 | -16.5
N#C/C(=C\c1ccc(Sc2nc3ccccc3[nH]2)o1)c1ccccc1 | 10.6 | -2.4 | -2.35 | -8.7 | -7.7 | 14.5 | -12.5 | -0.8 | -34.0
COC(=O)c1[nH]c2c(c1C)C(=O)CC(c1ccccc1)C2 (configuration not stated) | -7.8 | 2.5 | 0.25 | 4.9 | 47.7 | 10.4[fluorescence artefact?] | 61.1 | 39.1 | 4.7
O=C(Nn1c(O)c(C=C2N=c3ccccc3=N2)sc1=S)c1cccc(Cl)c1 | 5.1 | -3.9 | -1.13 | 0.1 | 1.2 | . | -23.4 | 0.8 | 16.5
CCc1ccc(N2CC(C(=O)NCc3ccc4c(c3)OCO4)CC2=O)cc1 (configuration not stated) | -13.4 | 1.4 | 0.03 | 13.2 | 8.0 | 3.6 | -33.6 | -5.7 | 25.1
CCOc1c2ccc(C(=O)NC3CCCc4ccccc43)cc2nn1C (configuration not stated) | 15.2 | 0.4 | . | -12.9 | -0.4 | . | -5.1 | -9.6 | 20.8
COC1(c2cc(-c3ccccc3)nc(N)n2)CCCCC1 | 8.8 | 1.6 | -2.41 | -9.4 | -23.5 | 3.6 | -23.1 | 6.5 | 28.2
CCOC(=O)c1cnc2ccc(OC)cc2c1Nc1ccc2c(c1)OCCO2 | 2.7 | 24.4* | -3.95* | 2.7 | -1.1 | . | -49.8 | -22.7 | -11.9
N#Cc1c(N)nc2c(c1N)CC(=O)N2c1ccccc1-c1ccccc1 | -15.7 | -2.7 | -0.38 | 15.4 | 1.3 | 5.9 | -11.2 | -14.3 | -25.8
Cc1ccc(C)c(S(=O)(=O)NCc2ccc(C(=O)N3CC(C)OC(C)C3)cc2)c1 (configuration not stated) | -4.7 | -2.5 | 1.49 | 6.3 | -8.8 | 26.9 | -16.3 | 10.4 | -5.3

Just cytoskel mod, ERa SRC1 inh and TNFa cytotox (4 entries from above):
Molecule	cytoskel mod	ERa SRC1 inh	TNFa cytotox
N/C(=N\OS(=O)(=O)c1ccc(Br)cc1)c1ccncc1	-16.5	2.8[fluorescence artefact?]	7.2
N#C/C(=C\c1ccc(Sc2nc3ccccc3[nH]2)o1)c1ccccc1	-34.0	14.5	-12.5
Cc1ccc(-c2cc(C(=O)NCc3ccccn3)c3ccccc3n2)cc1	21.0	.	-0.3
COC1(c2cc(-c3ccccc3)nc(N)n2)CCCCC1	28.2	3.6	-23.1
